PHOSPHO1 block: PubChem AID 1565; inhibition, % at 13.3 µM; recombinant PHOSPHO1, absorbance phosphatase assay; Phosphoethanolamine/phosphocholine phosphatase (Homo sapiens), Q8TCT1; 290,000 compounds, 1.1% hits; in the data active = inhibition above about 60%
Target sequence (Q8TCT1 whole entry, looked up): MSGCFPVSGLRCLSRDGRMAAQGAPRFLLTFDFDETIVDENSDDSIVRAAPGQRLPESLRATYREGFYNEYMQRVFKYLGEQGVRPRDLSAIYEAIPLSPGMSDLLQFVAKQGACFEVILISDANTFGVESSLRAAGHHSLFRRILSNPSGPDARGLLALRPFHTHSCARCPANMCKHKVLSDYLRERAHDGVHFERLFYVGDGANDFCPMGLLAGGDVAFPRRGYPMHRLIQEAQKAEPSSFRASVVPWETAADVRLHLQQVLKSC
GPR7 antagonist: GPR7 receptor antagonists, primary screen, cell-based, fluorescence, single concentration; GPR7-expressing cells, fluorescence antagonist assay; 290,000 compounds, 1.1% hits; inhibition, % at 4.4 µM; Neuropeptides B/W receptor type 1 (Homo sapiens), P48145; AID 1861, 2009; in the data active = inhibition above about 16%, passing the limit was not always enough;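 also: cells stimulated with the agonist NPW; 0% = agonist with vehicle and 100% = vehicle without agonist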
Target sequence (P48145 whole entry, looked up): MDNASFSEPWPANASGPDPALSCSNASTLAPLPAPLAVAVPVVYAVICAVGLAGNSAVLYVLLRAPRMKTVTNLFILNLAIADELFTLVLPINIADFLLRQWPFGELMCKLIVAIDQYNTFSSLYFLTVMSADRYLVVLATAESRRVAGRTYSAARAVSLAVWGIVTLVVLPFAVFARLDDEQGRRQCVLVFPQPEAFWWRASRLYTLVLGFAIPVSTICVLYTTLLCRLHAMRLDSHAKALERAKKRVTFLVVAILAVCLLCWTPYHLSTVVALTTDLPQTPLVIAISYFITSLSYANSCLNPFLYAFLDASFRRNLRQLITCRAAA
IDE act: human IDE activators in live cells, primary screen, fluorescence polarization, HEK cells, FAbeta-B substrate | 340,000 compounds, 0.073% hits | activation, % at 5.96 µM | FAbeta-B cleavage; 0% vehicle, 100% cell-free pure enzyme wells;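 active = activation above the mean of all tested compounds plus 3 SD, set per screening campaign, cut at about 17% in these data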
NALP1 inh: NALP1 inflammasome inhibitors in reconstituted yeast, colorimetric, S. cerevisiae, triplicate retest. S. cerevisiae NALP1/ASC/caspase-1 growth, X-gal OD620, 72 h. AID 2071, 2009. 280,000 compounds, 0.61% hits. inhibition, % at 10 µM; in the data active = inhibition mostly above about 24%, no sharp cut-off; inactive = mostly below about 32%; also: some compounds called inactive have numbers as strong as hits
IDE inh: human IDE inhibitors in live cells, primary screen, fluorescence polarization, HEK cells, FAbetaB substrate; Insulin-degrading enzyme (Homo sapiens), P14735; FAbetaB cleavage; inhibition, % at 5.59 µM; 320,000 compounds, 0.41% hits;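 active = percent inhibition above the average of all tested compounds plus 3 SD, set per screening campaign, cut at about 16% in these data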;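 also: IDE supplied by intact live HEK cells; FP after avidin binding of uncleaved biotin substrate so inhibition keeps polarization high; 0% = DMSO wells and 100% = 60 µM reference IDE inhibitor Ii1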
VIM-2 inh: VIM-2 metallo-beta-lactamase inhibitors, primary screen, biochemical, epi-absorbance readout, Pseudomonas aeruginosa enzyme; purified VIM-2, nitrocefin hydrolysis, epi-absorbance fluorescence; inhibition, % at 5.6 µM; 290,000 compounds, 0.89% hits; AID 1527, 2009;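 active = inhibition above the mean of all tested compounds plus 3 SD, cutoff set per screening run, cut at about 7.5% in these data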;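 also: red hydrolysis product quenches plate fluorescence so inhibitors raise well fluorescence; 0% = enzyme with DMSO and 100% = DMSO without enzyme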
IMP-1 inhibitor: IMP-1 metallo-beta-lactamase inhibitors, primary screen, biochemical, epi-absorbance readout, Pseudomonas aeruginosa enzyme | metallo-beta-lactamase IMP-1 (Pseudomonas aeruginosa) | purified IMP-1, nitrocefin hydrolysis, epi-absorbance fluorescence | inhibition, % at 5.6 µM | 290,000 compounds, 0.45% hits | AID 1556, 2009;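 active = inhibition above the mean plus 3 SD of all compounds in the same screening run, cut at about 4.5% in these data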;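 also: 0% = IMP-1 with DMSO and 100% = DMSO wells lacking enzyme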
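System: purified recombinant IMP-1 beta-lactamase. Medium: Zinc- and detergent-supplemented HEPES buffer, pH 7.1. Compound: one 5.6 µM dose […]. Schedule: 15 min preincubation plus 25 min reaction at 25 °C. Technique: Epi-absorbance fluorescence, 480 nm excitation, 530 nm emission.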
PfM18AAP inh: PfM18AAP inhibitors, malaria aminopeptidase, primary screen, biochemical, QFRET, recombinant enzyme; M18 aspartyl aminopeptidase (Plasmodium falciparum 3D7); H-Glu-NHMec fluorogenic cleavage; inhibition, % at 7.35 µM; 290,000 compounds, 1.2% hits;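 active = inhibition above the campaign mean inhibition over all tested compounds plus 3 SD, cut at about 28% in these data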;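 also: 0% = plate median of test compound wells and 100% = 2 mM ZnCl2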
p-CIP stab down: p/CIP-EGFP fusion destabilizers, primary screen, fluorescence, F442A cells. 290,000 compounds, 0.01% hits. AID 1984, 2009. decrease of EGFP signal, % at 10 µM. 16 h. Q05BA5;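 active = EGFP signal decrease of at least 30% at 10 µM or well 3 SD below plate mean, unless failing retest; inactive = the rest, including hits failing retest or dose response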; also: some compounds called inactive have numbers as strong as hits; many of its hits are not listed in these tables
* marks the source's active call; other numbers are inactive results; x = no result given.

cpd	smiles	PHOSPHO1 block	GPR7 antagonist	IDE act	NALP1 inh	IDE inh	VIM-2 inh	IMP-1 inhibitor	PfM18AAP inh	p-CIP stab down
1	O=C(Nc1nc(-c2ccc3c(c2)OCO3)cs1)c1ccncc1	-28	32*	-3	-7	8	-1.8	-1.0	0	-11
2	CN(Cc1ccon1)C(=O)CCc1nnc(CCCCc2ccccc2)o1	31	-13	0	3	-4	-2.2	-2.0	-13	-6
3	CCCc1cc(=O)oc2cc(C)cc(OCC(=O)NCCCn3ccnc3)c12	26	-16	7	-8	-1	24*	-3.8	5	-3
4	COc1cccc(NC(=O)Nc2cccs2)c1	-1	-12	2	-89	1	-2.6	-2.0	25	-3
5	CC(=O)Nc1ccc(C#Cc2ccc(NC(C)=O)cc2)cc1	3	-3	4	25	2	-0.6	-2.2	0	-8
6	CCCc1nnc(NC(=O)CCC(=O)N2CCCCC2CC)s1 (centres undefined)	-10	-7	5	0	1	0.1	-3.4	-3	5
7	Cc1cc(C)nc(SCc2cc(=O)c(OC(=O)c3ccc(S(=O)(=O)N4CCCC4)cc3)co2)n1	1	2	6	22	-3	-1.2	-3.1	2	-4
8	CCOc1ccccc1NC(=O)c1cc2ccccc2oc1=O	40	-6	6	14	3	-0.4	0.2	-3	-117
9	O=C(c1ccc(N2CCCCC2)c([N+](=O)[O-])c1)N(c1ccccn1)c1ccccn1	-7	-6	2	7	4	-2.9	-4.2	-1	-14
10	CCOc1ccc(CC(=O)N2N=C(C)CC2(O)C(F)(F)F)cc1 (centres undefined)	13	-5	3	23	-7	-1.0	0.4	-10	-2
11	O=C(CSc1nc2ccccc2c(=O)n1-c1ccccc1)N1CCc2ccccc2C1	1	-5	1	21	4	-3.7	-1.2	6	6
12	Cc1cccc(C(=O)N(NC(=O)Oc2ccccc2)C(C)(C)C)c1	-4	-12	-1	32	4	-1.8	-1.7	-7	3
13	COCCn1c(CN2CC(C)CC(C)C2)nc2c1c(=O)n(C)c(=O)n2C (centres undefined)	19	2	2	-15	2	-2.9	-1.6	-2	-2
14	CCN(CC)CCCNC(=O)CCc1c(C)n(CC)c2cc(-c3ccccc3OC)nn2c1=O	24	-6	4	22	1	-2.3	-2.0	-10	0
15	CCOc1ccccc1CN1C(=O)C2(OCCO2)c2ccccc21	40	-17	0	3	2	-2.8	-2.0	1	2
16	COc1ccc(S(=O)(=O)N2CCc3ccccc32)cc1C(=O)OCc1nnc(-c2ccccc2)o1	-11	-10	13	5	4	-1.4	-2.8	2	-11
17	COc1ccccc1CNc1ccc([N+](=O)[O-])cc1C	30	3	x	0	-8	0.0	-1.6	-13	-11
18	CCC1=Nc2cc(C(=O)NCc3ccco3)ccc2Sc2ccccc21	-49	5	2	-22	0	-2.6	-1.2	-6	-6
19	CCOC(=O)c1ccc(NC(=O)CNS(=O)(=O)c2ccccc2)cc1	-12	-10	-1	12	1	-1.9	-1.4	0	-3
20	Cc1ccc(NC(=O)CCOc2ccccc2)cc1	x	19	3	-2	1	-4.0	-3.0	2	-10
21	CCc1ccc(N=C2NC(=O)CS2)cc1	13	-12	0	8	1	0.0	-2.9	1	-5
22	CC(C)c1cc(C(=O)O)c2cnn(C(C)C)c2n1	28	-8	11	-14	3	-2.3	-2.5	1	-3
23	COc1ccc(N2CCN(C(=O)c3ccc4c(c3)NC(=O)C(CSCc3ccc(C)cc3)N4)CC2)cc1 (centres undefined)	0	-10	x	16	2	-1.8	-4.7	-2	-21
24	CCOc1ccc(-n2c(=O)c3sccc3n(CC(=O)NCCc3ccc(OC)c(OC)c3)c2=O)cc1	-14	0	0	-8	1	-1.6	-2.6	8	12
25	O=C(COc1ccc(C(=O)c2ccccc2)cc1)NCC(=O)Nc1ccccc1Br	-16	3	4	8	-6	-4.5	-2.9	1	2
26	COCCSc1nnc(NC(=O)Cc2ccc(OC)c(OC)c2)s1	-16	2	-4	-1	10	-3.5	-2.3	0	-5
27	CCOc1ccc(N(CC(=O)N2CCN(c3ccccc3)CC2)S(=O)(=O)c2c(C)noc2C)cc1	-15	4	-1	-16	3	-1.7	-1.1	-7	-10
28	N#Cc1ccc(S(=O)(=O)N2CCN(c3ncccn3)CC2)cc1	-2	-5	8	8	-3	-1.5	-0.5	-12	-7
29	Cc1ccccc1NC(=O)CC(=O)Nc1ccccc1C	39	-6	-1	7	-2	-1.5	0.0	-9	-15
30	COc1cc(C(=O)Oc2ccc(/C=N/NC(=O)c3ccncc3)cc2)cc(OC)c1OC	41	-14	-2	2	1	-3.5	-1.4	2	-4
31	CCc1ccn2cc(-c3ccc4c(c3)OCO4)nc2c1	51	-4	x	x	7	-1.3	-2.3	2	-14
32	Cc1ccc(C)c(N2CCN(CCCNC(=O)Cn3c(=O)c4cccn4c4cccnc43)CC2)c1	28	-10	-2	10	5	-5.0	-1.8	1	-8
33	CC1CN(C(=O)COC(=O)c2cc(S(N)(=O)=O)c(Cl)cc2Cl)CC(C)O1 (centres undefined)	11	-4	4	3	-1	-2.6	-3.8	-5	-7
34	COc1cc(C)c(CN2CCC(Cc3ccccc3)CC2)cc1C	19	1	6	13	x	-0.8	1.4	-1	6
35	Cc1ccc(-c2nnc(SCC(=O)O)n2N)cc1	24	6	2	1	-2	-0.6	-1.3	15	-4
36	COCCn1c(COc2ccc(C)cc2)nc2ccccc21	34	-7	2	21	-1	-1.9	-3.5	-3	-18
37	Cc1cc2n(c(=O)c1C#N)CCCN2c1ccccc1	10	-6	1	2	-1	4.0	-2.5	3	-8
38	COc1ccc(NC(=O)CN2C(=O)NC(c3ccccc3)(c3ccccc3)C2=O)cc1OC	32	-2	5	3	5	-2.5	-2.9	0	8
39	CCC(=O)OCCNc1cc(Sc2nccn2C)c2nonc2c1[N+](=O)[O-]	7	8	-5	33	-3	-1.5	-2.1	-36	-4
40	C/C=C(/C)C(=O)OC1Cc2c(ccc3ccc(=O)oc23)OC1(C)C (centres undefined)	8	x	-2	-8	-3	x	x	x	-10
41	O=C(O)c1ccccc1CSc1nc2ccccc2[nH]1	16	-5	6	-1	7	-4.0	-4.0	6	-6
42	CCCc1ccc2oc(C(=O)NCCCN3CCOCC3)c(C)c2c1	41	-5	-3	10	-1	1.0	-0.9	7	-24
43	CCN(CC)CCNc1ccc(CO)c2sc3ccccc3c(=O)c12	1	-4	3	1	1	24*	-3.0	19	-4
44	CCOC(=O)C1C(c2cccc(F)c2)NC(=S)NC1(O)C(F)(F)F (centres undefined)	-8	0	1	24	0	-3.5	-3.5	2	-7
45	CCOC(=O)Cn1cc(-c2ccccc2)nn1	-26	0	8	-13	3	-2.4	-1.9	0	-14
46	Cc1ccccc1C(=O)Nc1cccc(C(=O)N/N=C/c2ccccn2)c1	11	2	3	6	8	-3.9	-5.0	-3	-3
47	N=C1/C(=C/c2ccc(-c3cccc(C(=O)O)c3)o2)C(=O)N=C2SC(CC(=O)N3CCOCC3)=NN12	17	-10	-2	4	4	-0.9	-2.7	14	-4
48	CCOC(=O)c1c(NC(=O)CC2SC(N)=NC2=O)sc2c1CCCC2 (centres undefined)	55	-18	0	-4	2	-7.5	-3.2	5	4
49	NNC(=S)Nc1cccc(Cl)c1	8	-4	4	-2	0	1.0	-1.6	19	10
50	CCCC(=O)Nc1sc(C)c(-c2ccc(OC)cc2)c1C#N	1	4	0	22	-11	-0.1	-1.9	0	0
51	S=C(NCc1ccco1)Nc1ccccc1Cl	7	-10	7	14	6	-0.2	-1.8	-4	3
52	Cc1ccnc(N/C=C(/NC(=O)c2ccccc2)C(=O)N/N=C\c2ccc(F)cc2)n1	-50	-7	-7	20	5	-1.3	-3.0	3	-12
53	COc1ccc(OC)c(Cc2nnc(CCC(=O)NC3C4CC5CC(C4)CC3C5)o2)c1 (centres undefined)	-3	17	0	20	3	-3.1	0.2	17	-2
54	O=C(Cn1nnc(-c2ccncc2)n1)N(C1CCCCC1)C1CCCCC1	43	-4	0	-6	-1	-1.6	-2.8	-1	-4
55	CCCCn1c(=O)[nH]c(=O)c2c1nc(-c1ccc(OC)c(Br)c1)n2CC(C)C	22	-32	2	11	1	2.6	-2.8	2	-12
56	O=C(NCc1ccncc1)c1ccc2nc(Cc3ccccc3F)oc2c1	28	-3	-1	16	5	-3.5	-3.1	-8	-13
57	CCOC(=O)Cn1nc(/C=C/c2ccc(C(C)C)cc2)ccc1=O	-15	-22	0	-2	5	-8.1	-1.6	2	2
58	CC1(C)C(=O)OC(c2ccc([N+](=O)[O-])cc2)C(C)(C)C1=O (centres undefined)	42	3	3	1	1	-2.4	-2.0	-1	-4
59	CC(C)C1Cc2c(C#N)c(N)n(C)c(=S)c2CO1 (centres undefined)	68*	9	4	9	5	-0.7	-1.5	-1	-5

Profiles, looked up by structure.
Entry for O=C(NCc1ccncc1)c1ccc2nc(Cc3ccccc3F)oc2c1 → PHOSPHO1 block = 28; GPR7 antagonist = -3; IDE act = -1; NALP1 inh = 16; IDE inh = 5; VIM-2 inh = -3.5; IMP-1 inhibitor = -3.1; PfM18AAP inh = -8; p-CIP stab down = -13
Entry for CCOC(=O)Cn1cc(-c2ccccc2)nn1 → PHOSPHO1 block = -26; GPR7 antagonist = 0; IDE act = 8; NALP1 inh = -13; IDE inh = 3; VIM-2 inh = -2.4; IMP-1 inhibitor = -1.9; PfM18AAP inh = 0; p-CIP stab down = -14
Entry for CCCCn1c(=O)[nH]c(=O)c2c1nc(-c1ccc(OC)c(Br)c1)n2CC(C)C → PHOSPHO1 block = 22; GPR7 antagonist = -32; IDE act = 2; NALP1 inh = 11; IDE inh = 1; VIM-2 inh = 2.6; IMP-1 inhibitor = -2.8; PfM18AAP inh = 2; p-CIP stab down = -12

Fetched by structure from above:
cpd	smiles	PHOSPHO1 block	GPR7 antagonist	IDE act	NALP1 inh	IDE inh	VIM-2 inh	IMP-1 inhibitor	PfM18AAP inh	p-CIP stab down
32	Cc1ccc(C)c(N2CCN(CCCNC(=O)Cn3c(=O)c4cccn4c4cccnc43)CC2)c1	28	-10	-2	10	5	-5.0	-1.8	1	-8
43	CCN(CC)CCNc1ccc(CO)c2sc3ccccc3c(=O)c12	1	-4	3	1	1	24*	-3.0	19	-4
